# Mito fusion act: inhibitors of mitochondrial division or activators of mitochondrial fusion; S. cerevisiae fusion-defective mutant growth rescue, CellTiterGlo 48 h; Potency, µM (top dose mostly 46.1 µM), for the others: top-dose growth rescue (activation), actives largely listed as activators; hit rate 0.23% among 320,000;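 also: potency is read from the fitted curve at half-maximal effect; % of control where 0% means no effect; nearly all actives have a fitted effect of over 45% in size; temperature-sensitive fusion mutants such as fzo1-1 at 37 °C on non-fermentable ethanol glycerol medium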
#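 Read-out: ATP-based luminescence (CellTiterGlo, 10 min ambient) reporting growth of fusion-defective ts yeast after 48 hours at 37C on glycerol/ethanol YPEG medium in the presence of compound.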
# Eya2 phos inh: inhibitors of human Eya2 phosphatase activity; O00167; recombinant Eya2, OMFP fluorescence dephosphorylation (OMFP is methylfluorescein phosphate); Potency, µM (titrated, usually from 76.9 µM), for inactives: top-dose activity, negative = inhibition, usual class: inhibitors; hit rate 0.006% among 330,000; AID 488837; also: potency is read from the fitted curve at half-maximal effect; % is scaled to controls: 0 for no effect and ±100 for the full control effect
# Target sequence (O00167 whole entry, looked up): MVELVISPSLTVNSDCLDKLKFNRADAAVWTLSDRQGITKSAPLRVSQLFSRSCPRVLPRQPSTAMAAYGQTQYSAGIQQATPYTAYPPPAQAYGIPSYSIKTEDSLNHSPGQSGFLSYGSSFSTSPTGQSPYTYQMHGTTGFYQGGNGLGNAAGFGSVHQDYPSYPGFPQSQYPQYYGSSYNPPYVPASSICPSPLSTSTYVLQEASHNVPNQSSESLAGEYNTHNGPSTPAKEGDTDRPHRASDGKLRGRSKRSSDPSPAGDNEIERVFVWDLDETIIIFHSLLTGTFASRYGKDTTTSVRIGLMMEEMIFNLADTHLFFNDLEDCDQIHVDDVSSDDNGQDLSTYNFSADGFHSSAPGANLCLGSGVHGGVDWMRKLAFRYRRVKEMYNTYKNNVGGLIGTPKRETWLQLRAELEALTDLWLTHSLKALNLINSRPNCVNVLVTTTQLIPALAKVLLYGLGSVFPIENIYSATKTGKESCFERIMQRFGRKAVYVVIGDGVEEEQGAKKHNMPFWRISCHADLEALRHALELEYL
#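 Eya2 (0.2 uM) preincubated 10 min at ambient with compound, then OMFP substrate added at 50 uM; 10 min reaction in 50 mM HEPES pH 7.5, 50 mM NaCl, 5 uM MgCl2, 0.05% BSA, 1 mM DTT. Fluorescence read at Ex 485/Em 525 nm.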
# KCNH2 3.1 inh: inhibitors of human KCNH2 3.1 potassium channel isoform; U2OS KCNH2 3.1, thallium flux FluxOr; hits give low values; activity change, % (tested at about 1.8 µM); hit rate 0.95% among 340,000;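 active = maximum activity change below -70%; inconclusive = maximum activity change from -70% to -50%; inactive = maximum activity change above -50%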;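 also: thallium influx rate constant from kinetic fluorescence after stimulation buffer; % is scaled to controls: 0 for no effect and ±100 for the full control effect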
#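 FluxOr-based Tl+ influx in U2OS cells transduced with KCNH2 3.1 virus; rate constants normalized to DMSO controls.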
# TSHR antag: human thyrotropin receptor antagonism. P16473. TSHR-expressing cells, TSH-stimulated cAMP HTRF, 2 h; hits give low values. activity change, negative = inhibition, % at 11.5 µM. hit rate 0.2% among 330,000. AID 504810;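 active = activity change below a set negative limit, meaning inhibition stronger than a set level, cut at about -70% in these data; inconclusive = activity change between two set negative limits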; also: % is scaled to controls: 0 for no effect and ±100 for the full control effect
#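 Antagonism was scored as loss of TSH-driven cAMP in TSHR cells, stimulated with 4nM TSH (EC80) for 2 hours at 37 deg C and detected by homogeneous HTRF competition immunoassay.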
# TCR act: T cell receptor activation; 330,000 tested, under 10 active; Potency, µM (titrated, usually from 9.22 µM), without a hit: at the top dose activation of IL-2 secretion, hits mostly activators; primary human leukocytes, anti-CD3, IL-2 HTRF, 48 h; also: % of control where 0% means no effect
#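 1) Mix primary human leukocytes, a-CD3 beads and compound. 2) Incubate 48 hr. 3) Add HTRF IL-2 reagents (a-IL-2-K, a-IL-2-d2).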
# ELG1 DNA repair: blocks ELG1-dependent DNA repair in HEK293T cells; AID 504467; HEK293T ELG1-luciferase reporter, luminescence, 16 h; DNA damage induced by 5-fluorouridine; hit rate 2.3% among 330,000; Potency, µM (highest dose often 46.1 µM), without a hit: top-dose activity change, negative = inhibition, usual class: inhibitors; also: potency is read from the fitted curve at half-maximal effect; % is scaled to controls: 0 for no effect and ±100 for the full control effect; nearly all actives have a fitted effect of over 55% in size
#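 5-Fluorouridine DNA damage + compound/DMSO, 2,000 cells/well, 16 h, 37 °C/5% CO2. ONE-Glo, 30 min RT, luminescence. Readout = decrease in reporter signal.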
# TRPV1 ag: agonists of human vanilloid receptor 1 (TRPV1) | Q8NER1 | activation, % at 8.33 µM | hit rate 0.19% among 320,000 | TRPV1-expressing cells, Fluo-8 calcium influx, agonist mode; in the data active = activation above about 80%; inconclusive = between about 30% and that limit; also: 0% is about no effect
#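 Cells expressing TRPV1 were dye-loaded with Fluo-8 and read kinetically: 10 s baseline, 3 min after compound (agonist portion), then 2 min after EC20 capsaicin (allosteric enhancer portion). Calcium-bound dye fluorescence at 480/520 nm.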
# USP2a inh: USP2a (human) protease inhibition; USP2 core, Ub-CHOP2 coupled fluorogenic reporter, 485/531; AID 463254; O75604; hit rate 0.01% among 330,000; Potency, µM (series often up to 38.3 µM), for the others: at the top dose activity change, negative = inhibition, hits mostly inhibitors;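 also: potency is read from the fitted curve at half-maximal effect; plate controls were DMSO wells for no effect and full inhibition by NEM control for full effect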
#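 Deubiquitinase activity read as fluorescence (485/531 nm) after Ub-CHOP2 cleavage activates the enterokinase reporter on its substrate; USP2 core 10nM, Ub-CHOP2 and substrate 25nM each, 30min compound preincubation then 60min RT; data normalized to NEM, curves fitted.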
# AT treatment: potential ataxia-telangiectasia treatments restoring KAP-1 phosphorylation. […] A-T fibroblasts, KAP-1 phosphorylation AlphaLISA; neocarzinostatin DNA damage 30 min before lysis. Potency, µM (highest dose often 57.5 µM), without a hit: top-dose activation, hits mostly activators. hit rate 0.19% among 320,000. AID 485349; also: potency is read from the fitted curve at half-maximal effect; % of control where 0% means no effect; nearly all actives have a fitted effect of over 45% in size
#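 hTERT-immortalized A-T patient fibroblasts ([…]), 500 cells/well in OPTI-MEM, 1% FBS, got compounds for 60 min, then NCS for 30 min at 37C. Lysates were then assayed for phospho-KAP-1 by AlphaLISA (anti-pKAP1 donor, anti-KAP1 acceptor beads), 6 hr at 25C.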
# hERG WT inh: inhibitors of human wildtype KCNH2 potassium channel | Q12809 | U2OS, BacMam KCNH2, thallium flux FluxOr; hits give low values | activity change, % at 1.84 µM | hit rate 0.37% among 340,000;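 active = maximum activity change below -70%; inconclusive = maximum activity change between -70% and -50%; inactive = maximum activity change above -50%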; also: % is scaled to controls: 0 for no effect and ±100 for the full control effect
#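 U2OS cells transduced with wild-type KCNH2 virus are loaded with FluxOr dye for 45 min, and thallium flux is measured in kinetic reads before and after stimulation buffer. Rate constants are normalized to DMSO controls.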
# * = called active by the depositor; ? = inconclusive; . = not tested or not shown; [ ] = remark or other dose. Unless noted, calls follow the shape of the dose curve; as a rule, active = well fitted curve in the direction sought with a large enough effect; inconclusive = small, poorly fitted or top-dose-only effect, or another doubt; inactive = no such curve, though single readings can be large; an effect the other way counts as inactive or inconclusive. Only part of the results is shown, so the mix of outcomes need not match the whole.
SMILES,Mito fusion act,Eya2 phos inh,KCNH2 3.1 inh,TSHR antag,TCR act,ELG1 DNA repair,TRPV1 ag,USP2a inh,AT treatment,hERG WT inh
CCN1CCN(c2ccc(S(=O)(=O)N3CCOCC3)cc2NC(=O)/C=C/c2ccc([N+](=O)[O-])cc2)CC1,-9.8%,16.8%,-74.8*,-0.3,-17.8%,12.0%,5.0,-1.2%,-1.5%,-6.8
CCOc1ccc(NC(=O)CSc2n[nH]c(N)n2)c([N+](=O)[O-])c1,-5.4%,0.6%,-2.4,5.1,0.4%[46.1 µM],0.7%,-1.0,4.1%,1.3%,-0.3
Cc1cc2c(cn1)C(CCC#N)(CCC#N)c1ccccc1-2,1.6%,1.1%,31.2,-1.3,5.3%,-9.5%,-3.2,2.1%,3.6%,2.8
COC(=O)C[C@H](NC(=O)Cn1cnc2c(SC)nc(N)nc21)C(=O)OC,.,9.1%,-2.7,17.8,-2.2%,12.4%,.,1.3%,-7.2%,4.5
O=C(Nc1nnc(-c2ccccc2Cl)o1)c1nc2ccccc2s1,16.8%,-12.7%,6.8,48.3,-3.8%,?,16.1,3.4%,0.8%,-8.0
Cc1nn(CCc2nn[nH]n2)c2nc(C(F)(F)F)cc(C(F)(F)F)c12,-0.8%,11.6%,-9.7,1.2,-0.5%,?,1.1,-2.1%,-34.2%,-16.7
COc1ccc(O)c(C(=O)c2cnn(S(=O)(=O)c3ccc(C)cc3)c2)c1,?,3.0%,3.6,50.8,-0.9%,?,?,-5.9%,1.6%,-2.5
C/C(=N\NC(N)=O)c1ccccc1,-1.0%,1.3%,-2.2,1.4,-8.7%,1.9%,-1.8,10.4%,3.8%,10.2
O=C(Nc1ccccc1)c1nc[nH]c1C(=O)NCCCNC(=O)c1[nH]cnc1C(=O)Nc1ccccc1,.,2.8%,-4.1,-4.7,-1.4%,2.91µM*,.,4.9%,-1.7%,-4.7
CN(C(=O)CSC1=NC2C(N=N1)c1cc(Br)ccc1N2C)C1CCCCC1 (stereo not drawn),-0.3%,9.3%,-21.2,4.1,-2.3%,2.5%,-1.2,2.3%,6.6%,-0.8
O=Cc1c(N2CCSCC2)nc2ccccn2c1=O,-1.5%,2.8%,21.6,-2.0,0.8%,20.3%,-0.7,2.4%,0.0%,-2.0
Cc1ccc(C(=O)NCCSc2ccccc2)cc1S(=O)(=O)Nc1ccccc1,4.0%,-15.7%,13.8,8.0,-2.6%,?,-0.4,-0.4%,9.0%,-0.5
COc1ccc(NC(=O)Nc2nccs2)cc1,0.5%,2.7%,-0.5,2.8,2.3%,?,3.2,-0.2%,-1.3%,3.4
COc1ccc(OC)c2[nH]c(=O)c(CCNC(=O)C(C)(C)C)cc12,-2.2%,4.3%,22.0,21.6,-2.7%,7.3%,0.9,0.6%,-7.7%,5.4
COc1cccc(CNC(=O)CCS(=O)(=O)c2ccc3c(c2)NC(=O)C(C)S3)c1 (stereo not drawn),3.8%,0.6%,11.0,-6.6,-9.6%,-3.3%,0.3,2.2%,3.5%,-3.2

# Grouped by structure: the compounds so far with a nitro group on carbon.
SMILES,Mito fusion act,Eya2 phos inh,KCNH2 3.1 inh,TSHR antag,TCR act,ELG1 DNA repair,TRPV1 ag,USP2a inh,AT treatment,hERG WT inh
CCN1CCN(c2ccc(S(=O)(=O)N3CCOCC3)cc2NC(=O)/C=C/c2ccc([N+](=O)[O-])cc2)CC1,-9.8%,16.8%,-74.8*,-0.3,-17.8%,12.0%,5.0,-1.2%,-1.5%,-6.8
CCOc1ccc(NC(=O)CSc2n[nH]c(N)n2)c([N+](=O)[O-])c1,-5.4%,0.6%,-2.4,5.1,0.4%[46.1 µM],0.7%,-1.0,4.1%,1.3%,-0.3

# An excerpt from above, showing only hERG WT inh and TRPV1 ag.
Compound	hERG WT inh	TRPV1 ag
Cc1cc2c(cn1)C(CCC#N)(CCC#N)c1ccccc1-2	2.8	-3.2
COc1ccc(OC)c2[nH]c(=O)c(CCNC(=O)C(C)(C)C)cc12	5.4	0.9
COc1ccc(NC(=O)Nc2nccs2)cc1	3.4	3.2
CCN1CCN(c2ccc(S(=O)(=O)N3CCOCC3)cc2NC(=O)/C=C/c2ccc([N+](=O)[O-])cc2)CC1	-6.8	5.0
O=Cc1c(N2CCSCC2)nc2ccccn2c1=O	-2.0	-0.7
COC(=O)C[C@H](NC(=O)Cn1cnc2c(SC)nc(N)nc21)C(=O)OC	4.5	.

# The results go on.
SMILES,Mito fusion act,Eya2 phos inh,KCNH2 3.1 inh,TSHR antag,TCR act,ELG1 DNA repair,TRPV1 ag,USP2a inh,AT treatment,hERG WT inh
CNC(=O)/C(C#N)=C/c1ccc(OCCOc2ccccc2)cc1,-2.6%,-3.9%,6.7,-3.8,-2.7%,?,5.1,-0.1%,-10.0%,-6.3
CCCCCN(C(=O)CCC(=O)OCc1cccc(Cl)c1)c1c(N)n(CCCC)c(=O)[nH]c1=O,-3.1%,-0.7%,12.1,-11.8,-5.8%,-16.6%,2.6,7.1%,9.7%,23.4
CCCCn1nc(NC(=O)COC)c2cc3ccc(C)cc3nc21,13.5%,?,15.9,4.3,-0.5%,-14.5%,88.8*,2.5%,47.7%,-0.4
O=c1c2c3c(sc2nc2sc(CN4CCCCC4)cn12)CCCC3,0.0%,6.0%,.,1.2,.,?,-1.7,0.4%,-0.1%,.
O=C(Oc1cccc2c(=O)[nH]ccc12)c1ccccc1,1.8%,18.1%[15.4 µM],.,-6.6,1.5%,14.9%,-2.2,3.3%,12.2%,-22.0

# Marked active in TRPV1 ag, of those listed so far:
Compound,Mito fusion act,Eya2 phos inh,TSHR antag,TCR act,TRPV1 ag
CCCCn1nc(NC(=O)COC)c2cc3ccc(C)cc3nc21,13.5%,?,4.3,-0.5%,88.8*

# High-throughput results deposited in PubChem by National Center for Advancing Translational Sciences (NCATS).
